KDM4E inh: qHTS Assay for Inhibitors of Human Jumonji Domain Containing 2E (JMJD2E) | Potency, µM (titrated, usually from 57.1 µM), without a hit: at the highest dose activity change, negative = inhibition, hits mostly inhibitors | JMJD2E catalytic domain, FDH-coupled NADH fluorescence (FDH is formaldehyde dehydrogenase) | hit rate 1.6% among 230,000 | Lysine-specific demethylase 4E (Homo sapiens), B2RXH2; active = well fitted inhibition curve with a large enough effect, not every such curve was filed as active; inconclusive = small, poorly fitted or top-dose-only effect, or another doubt; inactive = no such curve, though single readings can be large or run the other way;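 note: 0% = wells with enzyme and -100% = buffer wells without enzyme; nearly all actives have a fitted effect of over 50% in size; many of its hits are not listed in these tables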
Target sequence (B2RXH2 1-337 limits assumed): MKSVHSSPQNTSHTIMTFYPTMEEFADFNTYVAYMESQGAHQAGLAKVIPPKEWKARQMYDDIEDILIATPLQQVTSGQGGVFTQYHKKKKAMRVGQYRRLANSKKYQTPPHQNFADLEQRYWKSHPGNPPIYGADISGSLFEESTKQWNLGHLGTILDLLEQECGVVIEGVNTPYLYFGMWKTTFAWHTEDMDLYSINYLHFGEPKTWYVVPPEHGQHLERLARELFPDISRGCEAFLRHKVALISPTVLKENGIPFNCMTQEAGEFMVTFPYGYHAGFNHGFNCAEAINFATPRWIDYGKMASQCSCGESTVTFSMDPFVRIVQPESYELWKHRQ
Tau ThT inhib: qHTS for Inhibitors of Tau Fibril Formation, Thioflavin T Binding | Microtubule-associated protein tau (Homo sapiens), P10636 | recombinant tau K18 P301L, heparin-induced fibrillization, ThT fluorescence | Potency, µM (top dose mostly 57.4 µM), for the others: at the top dose activity, negative = inhibition, usual class: inhibitors | hit rate 2.1% among 270,000; note: % is set by controls: 0 for no effect and ±100 for the full control effect; nearly all actives have a fitted effect of over 55% in size
Target sequence (P10636 561-689 P618L limits assumed): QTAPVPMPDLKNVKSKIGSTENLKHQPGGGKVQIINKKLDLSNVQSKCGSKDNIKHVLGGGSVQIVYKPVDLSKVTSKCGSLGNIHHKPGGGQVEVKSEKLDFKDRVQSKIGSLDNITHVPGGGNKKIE
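ThT emission at 510 nm, taken 1 hr after adding 30 uM dye, quantifies aggregates formed when 20 uM heparin acts on human tau K18 P301L for 6 hr at 37 C.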
ALDH1A1 inh: qHTS Assay for Inhibitors of Aldehyde Dehydrogenase 1 (ALDH1A1); Aldehyde dehydrogenase 1A1 (Homo sapiens), P00352; hit rate 7.3% among 220,000; Purified ALDH1A1, NADH fluorescence, propionaldehyde substrate; Potency, µM (titrated, usually from 75.3 µM), without a hit: top-dose activity, negative = inhibition, most hits filed as inhibitors; active = well fitted inhibition curve with a large enough effect, not every such curve was filed as active; inconclusive = small, poorly fitted or top-dose-only effect, or another doubt; inactive = no such curve, though single readings can be large or run the other way;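 note: plate controls were no enzyme wells and a reference inhibitor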
Target sequence (P00352 whole entry, looked up): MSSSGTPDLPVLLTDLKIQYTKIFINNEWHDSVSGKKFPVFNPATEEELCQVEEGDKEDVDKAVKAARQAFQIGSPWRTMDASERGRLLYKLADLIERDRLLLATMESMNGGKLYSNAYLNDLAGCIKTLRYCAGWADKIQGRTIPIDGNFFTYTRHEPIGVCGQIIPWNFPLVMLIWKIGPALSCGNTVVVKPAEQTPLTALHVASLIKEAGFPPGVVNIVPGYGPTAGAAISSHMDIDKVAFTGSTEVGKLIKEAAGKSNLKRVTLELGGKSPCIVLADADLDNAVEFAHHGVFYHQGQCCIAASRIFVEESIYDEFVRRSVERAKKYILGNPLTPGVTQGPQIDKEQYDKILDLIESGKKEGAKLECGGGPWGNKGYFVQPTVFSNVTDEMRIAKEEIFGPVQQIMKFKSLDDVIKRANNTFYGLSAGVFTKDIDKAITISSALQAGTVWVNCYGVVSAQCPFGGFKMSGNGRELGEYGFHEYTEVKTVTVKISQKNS
HttQ103 aggreg: qHTS Multiplex Assay to Identify Dual Action Probes in a Cell Model of Huntington: Aggregate Formation (GFP) | PC12 HttQ103-GFP aggregates, Acumen cytometry, 40 h | Potency, µM (doses to about 46.1 µM), inactives show at the top dose activity change, negative = inhibition, hits mostly inhibitors | hit rate 1.1% among 220,000 | AID 1688, 2009; note: % is set by controls: 0 for no effect and ±100 for the full control effect; nearly all actives have a fitted effect of over 60% in size
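Ecdysone-promoter PC12 model expressing HTT exon 1 Q103 fused to GFP, induced by tebufenozide at 100 nM final. Compounds titrated; aggregates sized 1–25 µm scored on a 488 nm laser cytometer.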
Tau FP inhib: qHTS for Inhibitors of Tau Fibril Formation, Fluorescence Polarization; Microtubule-associated protein tau (Homo sapiens), P10636; K18 P301L tau heparin fibrillization, Alexa594 FP, 6 h; Potency, µM (titrated, usually from 57.7 µM), for the others: at the top dose activity, negative = inhibition, hits mostly inhibitors; hit rate 0.39% among 280,000; AID 1468, 2008; note: % is set by controls: 0 for no effect and ±100 for the full control effect; nearly all actives have a fitted effect of over 55% in size
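Read-out: fluorescence polarization of Alexa 594-labeled tau (0.24 uM), 555 nm excitation, 632 nm emission. Mixtures held 15 uM unlabeled K18 P301L, compound and 20 uM heparin, pH 7 acetate buffer, incubated 6 hr at 37 C.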
SMN2 splice up: qHTS Assay for Enhancers of SMN2 Splice Variant Expression; HEK293 SMN2-luciferase splicing reporter, luminescence, 30-36 h; hit rate 2.8% among 210,000; AID 1458, 2008; Potency, µM (top dose mostly 46.1 µM), without a hit: at the highest dose activity change, positive = activation, most hits filed as activators; note: % of control where 0% means no effect; nearly all actives have a fitted effect of over 55% in size
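HEK293 cells carry an SMN2 minigene-luciferase reporter in which exon 7 inclusion puts luciferase in frame. Cells were seeded at 2000 cells/well, attached for 10-12 hours, then exposed to compounds for 30-36 hours at 37C before ONE-Glo luminescence.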
Tau fluor cs: Counterscreen qHTS for Inhibitors of Tau Fibril Formation, Fluorescence Polarization. tau K18 P301L (four-repeat tau fragment) Alexa594 fluorescence, heparin fibrillization. AID 1463, 2008. Potency, µM (series often up to 57.7 µM), for inactives: at the highest dose activity change, negative = decrease. hit rate 0.93% among 280,000; note: % is set by controls: 0 for no effect and ±100 for the full control effect; nearly all actives have a fitted effect of over 55% in size
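Human K18 P301L tau (15 uM unlabeled plus 0.24 uM Alexa 594-labeled, final) in 100 mM sodium acetate pH 7 was mixed with compound and 20 uM heparin and incubated 6 hr at 37 C.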
HTT cytoprotect: qHTS Multiplex Assay to Identify Dual Action Probes in a Cell Model of Huntington: Cytoprotection (ATP); Potency, µM (series often up to 56.4 µM), inactives show cytoprotection (ATP increase), actives largely listed as activators; PC12 HTT-Q103 induced, cytoprotection, ATP luminescence, 40 h; hit rate 0.14% among 230,000; AID 1471, 2008;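 note: % of control where 0% means no effect; nearly all actives have a fitted effect of over 45% in size; toxic huntingtin expression switched on by the ecdysone agonist tebufenozide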
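Compounds were screened for protection of PC12 cells against cell death after tebufenozide induction (100 nM final) of mutant Huntingtin exon 1 (Q103) fused to GFP.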
* hit, by the source's call; ? = inconclusive; . = no result given; & = joins results of further samples; [ ] = another dose, or the depositor's remark. Unless noted, calls come from the whole dose curve; as a rule, active = well fitted curve in the direction sought with a large enough effect; inconclusive = small, poorly fitted or top-dose-only effect, or another doubt; inactive = no such curve, though single readings can be large; an effect the other way counts as inactive or inconclusive. Potency is the fitted concentration of half-maximal effect. These rows are one share of the data; the hit share may differ from the screen's.

smiles	KDM4E inh	Tau ThT inhib	ALDH1A1 inh	HttQ103 aggreg	Tau FP inhib	SMN2 splice up	Tau fluor cs	HTT cytoprotect
Cc1cc2cc(CNC(=O)Cc3ccc([N+](=O)[O-])cc3)ccc2n1C	-16%	-13%	-5%	14%	-5%	5%	-5%	.
CCC1=NN2C(=N)/C(=C\c3cccn3-c3ccc(OC)cc3)C(=O)N=C2S1	-4%	?	?	10%	7%	4%	-3%	-38%[inhibitor]
O=C(Nc1ccc2c(c1)OCO2)c1cccs1	9%	-11%	?	-2%	0%	?	-12%	-73%[inhibitor]
COc1cc2c(Cc3c4c5c(cc(OC)c(OC)c5c5c(OC)c(OC)ccc35)CCN4C)c3c4c(cc(OC)c(OC)c4c2cc1OC)CCN3C	?	?	?	.	-4%	.	?	7%[1.9 µM]
COc1ccc(NC(=O)NCc2ccncc2)c(OC)c1	-1%	1%	28%	4%	6%	10%	1%	-44%[inhibitor]
CCNC(=O)/C(C#N)=C/c1c(N(Cc2ccccc2)Cc2ccccc2)nc2ccccn2c1=O	?	?	16µM*	?	0%	-13%	-14%	-3%[10 µM]
O=C(NNC(=O)c1ccc(Cl)cc1Cl)Nc1ccccc1	10%	11%	6%	-10%	-3%	12%	6%	10%[10 µM]
Cc1cc(C)nc(NS(=O)(=O)c2ccc(NC(=O)Nc3ccccc3F)cc2)n1	0%	-15%	7%	-15%[9.22 µM]	0%	.	-14%	2%[10 µM]
CC1(C)COC(c2coc3ccccc3c2=O)OC1	2%	4%	10%	4%	1%	?	12%	34%[0.074 µM]
O=c1nc(-c2ccccc2)c2ccccc2[nH]1	?	12%	?	18%	1%	-26%	8%	-19%[10 µM]
COc1ccccc1-n1c(=S)[nH]c2c(sc(=S)n2-c2ccc(C)cc2C)c1=O	0%	?	8.9µM*	16%	?	-35%[inhibitor]	-13%	9%
COc1ccc(CN(C)Cc2nc(Cc3cccc(F)c3)no2)c2cccnc12	-11%	-14%	3%	-17%[9.22 µM]	-8%	.	-12%	8%[10 µM]
Cc1ccc(-n2nc(C)c3c(C)c(CCC(=O)NC(C)c4ccccc4)c(C)nc32)cc1 (stereo not given)	?	6%&-1%	?	-11%	-5%&4%	6%&2%	-5%&-14%	-32%
CCOc1nc(NC(=O)NS(=O)(=O)Oc2ccc(Cl)cc2)nc(-c2ccccc2)n1	.	-5%	.	.	6%	17%	-13%	.
COc1ccc(C2=NOC(C(=O)N(C)Cc3ccccc3)C2)cc1 (stereo not given)	-2%	-15%	1%	-7%	2%	-44%[inhibitor]	-11%	-31%[inhibitor]
Cc1occc1-c1nnc(SCC(=O)Nc2ccccc2-c2ccccc2)n1C	-1%	?	22µM*	-5%	-8%	-1%	-7%	-5%[10 µM]
COc1cc(C/C=C\c2ccccc2)c(OC)cc1O	?	20µM*	25µM*	.	?	-2%	?	-193%[inhibitor]
Cc1cc(=O)oc2cc(OCC3CC(c4ccc(N(C)C)cc4)=NO3)ccc12 (stereo not given)	-16%	?	?	4%	7%	.	-13%	-23%
CC(=O)Nc1ccc(NC(=O)Cn2cc3c(n2)CCCC3)cc1	2%	-5%	-3%	17%	1%	-1%	-3%	16%
Brc1ccc(-c2cn3c(n2)CCc2ccc4cccnc4c2-3)cc1	?	?	?	?	1%	-14%	-18%	-73%[inhibitor]

(list continues)
smiles	KDM4E inh	Tau ThT inhib	ALDH1A1 inh	HttQ103 aggreg	Tau FP inhib	SMN2 splice up	Tau fluor cs	HTT cytoprotect
CCC(=O)N(Cc1cc2cc(C)c(C)cc2[nH]c1=O)C1CCCCC1	?	-6%	?	-10%	-10%	-9%	-3%	9%
CC(=O)NC(NC(=S)Nc1ccc(N=Nc2ccccc2)cc1)C(Cl)(Cl)Cl (stereo not given)	-2%	-12%	13µM*	?	2%	-6%	-15%	-14%
CCOC(=O)CC(=O)Nc1ccccc1C(=O)O	-6%	-5%	13%	8%	3%	-12%	4%	5%
CCOc1ccc2nc(SCC(=O)Nc3cc4c(cc3C(C)=O)OCO4)[nH]c2c1	-26%	?	25µM*	9%	4%	-19%	-20%	-14%
Cc1ccc(C(=O)Nc2ccc(C(=O)N3CCCCC3C)cc2)cc1 (stereo not given)	-3%	-2%	?	2%	0%	-3%	-4%	-1%[10 µM]
COc1ccc(NC(=S)N=Nc2c(O)[nH]c3ccccc23)cc1	3%	.	.	-16%[9.22 µM]	?	.	?	-20%[10 µM]
CC1CC(C)CN(C(=O)Cn2c(-c3nonc3N)nc3ccccc32)C1 (stereo not given)	-2%	-4%	-3%	-12%	-2%	-7%	-2%	16%[10 µM]
CCCN1CCC(NC(=O)Nc2ccc(OC)c(OC)c2)CC1	5%	-8%	13%	5%	-6%	?	-8%	-1%
Cc1cc(C)cc(N2C(=O)CCN(Cc3ccccc3)C2=O)c1	-3%	6%	.	-6%[9.22 µM]	4%	.	5%	5%[10 µM]
CCCCNS(=O)(=O)c1ccc(OCC(=O)OC)cc1	8%	3%	5%	-4%	6%	10%	2%	.
Cc1ccc(NC(=S)NC2CCN(Cc3ccccc3)CC2)cc1C	-8%	-6%	-10%	-8%	6%	-12%	-9%	?
Cc1ccc(S(=O)(=O)N2CCCC2C(=O)NC2=NCCS2)cc1 (stereo not given)	3%	-3%	4%	-1%	-3%	-10%	4%	15%
Cc1ccccc1C(OCC(O)CN1CCCCC1CCO)c1ccccc1 (stereo not given)	1%	-2%	-13%	-29%	7%	-18%	-1%	0%
O=C(C1CCCO1)N1CCN(C(=S)Nc2ccc(Cl)cc2Cl)CC1 (stereo not given)	-1%	1%	-8%	16%	1%	4%	3%	25%[10 µM]
COc1ccc2cc3cc(C(=O)N4CCN(Cc5ccc6c(c5)OCO6)CC4)oc3nc2c1	?	-19%	?	?	4%	-12%	-9%	-4%
COc1cc(CNCCSc2nnnn2C)cc(OC)c1OC	-4%	4%	0%	11%	3%	?	2%	-3%
Cc1ccc(S(=O)(=O)N(C#N)c2nc(C)cc(C)n2)cc1	?	0%	-9%	-9%	1%	-23%	-3%	12%
OCCNc1nc(N2CCN(Cc3ccccc3)CC2)nc2ccccc12	?	-8%	-8%	-1%	5%	-10%	-4%	-33%
COc1ccccc1N1CC(C(=O)OCC(=O)c2ccc(F)cc2)CC1=O (stereo not given)	-1%	0%	-13%	-5%	3%	7%	-3%	-2%
CCOC(=O)c1c(C)[nH]c(C(C)=O)c1C	-3%	-8%	8.9µM*	-16%[9.22 µM]	3%	6%	3%	-7%

Molecules above with a Cl atom, in the order listed:
smiles	KDM4E inh	Tau ThT inhib	ALDH1A1 inh	HttQ103 aggreg	Tau FP inhib	SMN2 splice up	Tau fluor cs	HTT cytoprotect
O=C(NNC(=O)c1ccc(Cl)cc1Cl)Nc1ccccc1	10%	11%	6%	-10%	-3%	12%	6%	10%[10 µM]
CCOc1nc(NC(=O)NS(=O)(=O)Oc2ccc(Cl)cc2)nc(-c2ccccc2)n1	.	-5%	.	.	6%	17%	-13%	.
CC(=O)NC(NC(=S)Nc1ccc(N=Nc2ccccc2)cc1)C(Cl)(Cl)Cl (stereo not given)	-2%	-12%	13µM*	?	2%	-6%	-15%	-14%
O=C(C1CCCO1)N1CCN(C(=S)Nc2ccc(Cl)cc2Cl)CC1 (stereo not given)	-1%	1%	-8%	16%	1%	4%	3%	25%[10 µM]

Records listed above shown as hits in Tau ThT inhib:
canonical_smiles	KDM4E inh	Tau ThT inhib	ALDH1A1 inh	HttQ103 aggreg	Tau FP inhib
COc1cc(C/C=C\c2ccccc2)c(OC)cc1O	?	20µM*	25µM*	.	?

Additional entries follow:
Sequence of screens – KDM4E inh	Tau ThT inhib	ALDH1A1 inh	HttQ103 aggreg	Tau FP inhib	SMN2 splice up	Tau fluor cs	HTT cytoprotect
- Cc1ccc(-c2cc(C(=O)Nc3c(C)n(C)n(-c4ccccc4)c3=O)no2)cc1
 : -5%	-6%	2%	-5%	3%	-2%	-3%	-6%
- COc1ccc(OCCn2cc(/C=C(\C#N)C(=O)NCc3ccco3)c3ccccc32)cc1
 : 3%	5%	4%	18%	-3%	26%	-1%	-6%[10 µM]
- O=C(COC(=O)CSCc1ccccc1)NCc1ccccc1
 : -1%	-16%	6%	8%	-4%	-2%	-10%	-2%[10 µM]
- CCC1(C)Cc2c(c(=O)n(-c3ccccc3)c3ncnc(N)c23)CO1 (stereo not given)
 : ?	-2%	?	-32%	4%	?	2%	7%
- O=C1OCCN1C(=O)[C@H]1[C@H](c2ccccc2)C(c2cccc(Cl)c2)=NN1c1ccccc1
 : .	1%	?	.	-9%	.	?	.
- C=CCn1c(=O)[nH]c2cc(C(=O)N3CCN(c4cc(C)ccc4C)CC3)ccc2c1=O
 : -10%	4%	1%	-22%	5%	-13%	-3%	11%
- CC(=O)Nc1ccc2nc(-c3ccc(Br)o3)[nH]c2c1
 : -118%	?	32µM*	12%	-5%	?	-14%	18%[0.074 µM]
- Cc1ccc(C(=O)NC(=S)NNC(=O)COc2ccccc2C)cc1
 : 17%	?	11µM*	8%	1%	-68%[inhibitor]	-11%	-37%[inhibitor]
